RXFP1 agonist = qHTS Assay for Agonists of the Relaxin Receptor RXFP1; Relaxin receptor 1 (Homo sapiens), Q9HBX9; HEK293T-RXFP1 cAMP TR-FRET, 30 min; response scale: percent of porcine relaxin response, buffer zero; Potency, µM (highest dose often 57.5 µM), inactives show at the top dose activation, usual class: activators; 370,000 tested, 0.3% active; AID 2676, 2010; further: potency means the concentration at half of the fitted maximal effect; on the % scale 0 is the no-effect control and ±100 the full control effect; nearly all actives have a fitted effect of over 60% in size; many of its hits are not listed in these tables
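HEK293 cells stably expressing RXFP1, treated 30 min at 37C with compounds plus PDE4 inhibitor Ro 20174; cAMP measured by HTRF TR-FRET. Normalized to buffer and 29 nM porcine relaxin; EC50 by Hill fit.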
Vif-APOBEC3G blk = qHTS for Inhibitors of Vif-A3G Interactions: qHTS; 410,000 tested, 0.076% active; HeLa A3G-eYFP + Vif (tagged APOBEC3G with the HIV-1 protein that degrades it), YFP fluorescence, overnight; Potency, µM (series often up to 46.1 µM), for the others: at the highest dose activity, negative = active, actives largely listed as inhibitors;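 further: potency means the concentration at half of the fitted maximal effect; on the % scale 0 is the no-effect control and ±100 the full control effect; nearly all actives have a fitted effect of over 60% in size; hits raise eYFP signal because A3G escapes Vif-driven loss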
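HeLa cells stably expressing Vif and C-terminally eYFP-tagged A3G, seeded overnight at 37 deg C, then exposed to compound by pintool overnight at 37 deg C. Rise in yellow fluorescence (Ex 488/Em 500-530, Acumen) marks blocked Vif-driven A3G degradation.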
Vif-APOBEC3F blk = qHTS for Inhibitors of Vif-A3F Interactions: qHTS. HeLa A3F-eYFP + Vif (tagged APOBEC3F with the HIV-1 protein that degrades it), YFP fluorescence increase. Potency, µM (series often up to 46.1 µM), for inactives: top-dose activity, negative = active. 390,000 tested, 0.2% active. AID 602313, 2012; further: potency means the concentration at half of the fitted maximal effect; % of control where 0% means no effect; nearly all actives have a fitted effect of over 65% in size
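HeLa cells stably expressing A3F-eYFP plus Vif, plated and incubated overnight at 37 deg C, then exposed to compounds overnight at 37 deg C. Blocked degradation read as raised yellow fluorescence (Ex 488/Em 500-530).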
IDH1 R132H inh = qHTS for Inhibitors of mutant isocitrate dehydrogenase 1 (IDH1): qHTS. IDH1-R132H enzyme, NADPH consumption, diaphorase/resazurin fluorescence. AID 602179, 2012. Potency, µM (doses to about 76.6 µM), for the others: at the top dose activity change, negative = inhibition, most hits filed as inhibitors. 390,000 tested, 0.093% active; further: potency means the concentration at half of the fitted maximal effect; on the % scale 0 is the no-effect control and ±100 the full control effect; nearly all actives have a fitted effect of over 65% in size
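IDH1-R132H (0.5 ug/mL dispensed) in pH 7.5 Tris buffer was preincubated 30 min with compound, then given a substrate mix of 0.016 mM NADPH and 2 mM alpha-KG for 80 min at room temperature; remaining NADPH was read by diaphorase/resazurin fluorescence.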
PI4K2A inh = qHTS for small molecular inhibitors of PI4K2A. activity change, negative = inhibition, % at 76.9 µM. 420,000 tested, 0.13% active. purified PI4K2A, ADP-Glo luminescence, 1 h; hits give low values; in the data active means activity change below about -50%; inconclusive means mostly about -30% to -49%;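 further: -100% = wells without enzyme as full effect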
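ADP-Glo luminescence measured ADP generated by PI4K2A enzyme (4 ug/mL before mixing) with 1.2 mM PI substrate (pre-mix) and 300 microM ATP (pre-mix). Tris pH7.5 buffer with MgCl2, Triton X-100; 1 h reaction at ambient temperature.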
USP1 inh = Inhibitors of USP1/UAF1: Primary Screen; AID 743255, 2014; recombinant USP1/UAF1, Ub-Rhodamine cleavage fluorescence; 390,000 tested, 0.23% active; Ubiquitin carboxyl-terminal hydrolase 1 (Homo sapiens), O94782; Potency, µM (series often up to 57.1 µM), for inactives: at the highest dose activity change, negative = inhibition, actives largely listed as inhibitors; further: potency means the concentration at half of the fitted maximal effect; on the % scale 0 is the no-effect control and ±100 the full control effect; nearly all actives have a fitted effect of over 60% in size; inactives centre near -12
Target sequence (O94782 whole entry, looked up): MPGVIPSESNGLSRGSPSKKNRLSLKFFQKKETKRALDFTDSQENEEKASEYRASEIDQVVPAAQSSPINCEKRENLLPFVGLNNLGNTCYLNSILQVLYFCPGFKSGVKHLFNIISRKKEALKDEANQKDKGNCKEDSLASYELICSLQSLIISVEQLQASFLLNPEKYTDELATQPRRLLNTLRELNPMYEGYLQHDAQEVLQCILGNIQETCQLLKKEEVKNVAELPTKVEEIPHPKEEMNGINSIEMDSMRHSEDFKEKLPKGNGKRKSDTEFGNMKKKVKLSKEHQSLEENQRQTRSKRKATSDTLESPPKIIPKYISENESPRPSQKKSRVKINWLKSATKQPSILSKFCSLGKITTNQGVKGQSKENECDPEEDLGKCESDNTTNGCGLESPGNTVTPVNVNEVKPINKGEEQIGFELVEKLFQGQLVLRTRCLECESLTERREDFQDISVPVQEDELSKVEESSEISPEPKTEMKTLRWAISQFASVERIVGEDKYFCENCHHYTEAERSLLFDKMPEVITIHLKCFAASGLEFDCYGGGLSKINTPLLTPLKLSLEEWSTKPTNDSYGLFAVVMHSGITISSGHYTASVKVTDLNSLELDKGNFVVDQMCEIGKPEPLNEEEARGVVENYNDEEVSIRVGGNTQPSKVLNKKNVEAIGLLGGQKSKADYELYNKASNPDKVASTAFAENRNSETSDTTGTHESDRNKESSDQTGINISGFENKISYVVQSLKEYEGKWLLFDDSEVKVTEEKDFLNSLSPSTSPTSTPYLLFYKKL
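USP1/UAF1 complex at 1 nM was preincubated with compound for 15 min at room temperature, then Ub-Rho substrate (150nM final) was added. Fluorescence (480/540 nm) was read kinetically, 6 reads every 60 seconds.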
LDHA inh = qHTS assay for inhibitors of human lactate dehydrogenase | activity change, % (values are at about 110 or 230 µM) | L-lactate dehydrogenase A chain (Homo sapiens), P00338 | purified LDHA, NADH/diaphorase-resazurin fluorescence; hits give low values | 480,000 tested, 0.15% active; in the data active means activity change below about -30%; inconclusive means mostly about -25% to -30%;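 further: plate controls were DMSO wells for no effect and wells without enzyme for full effect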
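Human LDH5 (2 nM) was incubated with 0.06 mM NADH and 0.2 mM pyruvate for 5 min at room temperature in Tris pH 7.4. Remaining NADH was coupled through diaphorase/resazurin, and resorufin fluorescence was read at 0 and 20 min.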
GRP78 ERSR act = qHTS for Inducers of the Endoplasmic Reticulum Stress Response (ERSR) in Human Glioma: qHTS; 420,000 tested, 0.02% active; Potency, µM, for the others: at the highest dose activation, actives largely listed as activators; AID 602332, 2012; U87-MG GRP78 promoter luciferase reporter, 16 h; further: potency means the concentration at half of the fitted maximal effect; series mostly up to about 76 µM; % of control where 0% means no effect; nearly all actives have a fitted effect of over 35% in size
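Stably transfected U87-MG glioma cells carrying a GRP78-based luciferase sensor; 16 h compound incubation. Luminescence end-point read 10 min after Bright-Glo addition at room temperature.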
TrxR1 substrate = qHTS Assay for Substrates of Mammalian Selenoprotein Thioredoxin Reductase 1 (TrxR1): qHTS | Thioredoxin reductase 1, cytoplasmic (Rattus norvegicus), O89049 | purified TrxR1 substrate turnover, NADPH consumption readout | Potency, µM (doses to about 114 µM), for the others: at the top dose activity change, negative = substrate turnover | 390,000 tested, 0.01% active | AID 588456, 2011; further: potency means the concentration at half of the fitted maximal effect; on the % scale 0 is the no-effect control and ±100 the full control effect; nearly all actives have a fitted effect of over 50% in size
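Rat TrxR1, dispensed at 90 nM, was prereduced with 400 uM NADPH (final) for 5 min at ~22 deg C, then incubated with compound 15 min before 400 uM selenite. A first-read NADPH fluorescence drop versus no-compound background flagged substrates.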
* hit, by the source's call; u = inconclusive; x = no result given; & = joins results of further samples; [ ] = dose if it differs, or a comment. Unless noted, the call rests on the fitted dose curve; in most records, active means well fitted curve in the direction sought with a large enough effect; inconclusive means small, poorly fitted or top-dose-only effect, or another doubt; inactive means no such curve, though single readings can be large; an effect the other way counts as inactive or inconclusive. The list is partial; the hit share may differ from the screen's.

item	structure	PI4K2A inh	TrxR1 substrate	GRP78 ERSR act	Vif-APOBEC3F blk	IDH1 R132H inh	LDHA inh	RXFP1 agonist	USP1 inh	Vif-APOBEC3G blk
1	CCS(=O)(=O)C(=C(Nc1ccc(OC)cc1)Nc1ccc(OC)cc1)S(=O)(=O)CC	2	-5%	-4%	6%	3%	-3	-0.8%	-17%	-3%
2	O=S(=O)(c1ccc(Cl)cc1)N1CCN(C(=S)Nc2ccccc2F)CC1	1	2%	-3%	-13%	10%	-1	0.1%	-26%	-14%
3	Cc1nnc(SC(C)C(=O)Nc2ccc(N3CCOCC3)cc2)n1Cc1ccccc1 (stereo not drawn)	0	-7%	-4%	-4%	1%	-1	-1.2%	-2%	0%
4	C=CCN(C(=O)CCS(=O)(=O)c1cccc2nsnc12)c1ccccc1	2	3%	0%	-5%	-1%	-6	-3.2%	-26%	0%
5	Cc1ccc(CSc2nnc(-c3ccncc3)n2CC2CCCO2)cc1 (stereo not drawn)	14	-10%[57.1 µM]	-1%	-6%	14%	-6	0.7%	-2%	0%
6	COc1ccc(OCC(=O)Nc2cc3oc4ccccc4c3cc2OC)cc1	-4	20%	0%	18%	4%	-5	25%	-19%	0%
7	CC(C(=O)Nc1cccc([N+](=O)[O-])c1)[n+]1ccccc1 (stereo not drawn)	0	-1%	-4%	-23%	-2%	-2	-0.9%	-5%	-10%
8	COc1ccc(C(C)=O)cc1CSc1nc(NCc2ccccc2)c2ccccc2n1	0	2%[57.1 µM]	-2%	4%	14%	4	-0.9%	-7%	-21%
9	Cc1ccc(C(=O)Oc2ccc(-c3nnco3)cc2)o1	-3	-1%[57.1 µM]	4%	-8%	10%	-7	0.8%	-11%	0%
10	Cc1cc(F)ccc1NC(=O)c1ccc(NS(=O)(=O)c2cc(C(C)(C)C)ccc2C)cc1	1	-4%	-5%	-11%	2%	0	1.1%	-18%	-7%
11	CCOC(=O)c1cc(-c2ccccc2)n(CC(=O)Nc2cc(Cl)c(OC)cc2OC)c1C	-3	4%[57.1 µM]	-5%	u	13%	-1	-0.3%	-13%	8%
12	CC(C)(C)C1CCC(CN2C(Nc3ccccc3)=NC[C@@H]2Cc2ccccc2)CC1 (stereo partly drawn)	1	2%	-12%	-3%	-18%	1	x	-25%	-2%
13	CCN(CC)CCCNC(=O)c1cn(C)c2ccc(S(=O)(=O)N3CCOCC3)cc2c1=O	2	1%	-3%	-7%	-5%	-8	15%	1%	-3%
14	CC(=O)Nc1ccc(C(=O)N2CCCCC2c2cc(C(=O)NC(C)C)no2)cc1 (stereo not drawn)	-3	x	-2%	x	x	0	x	x	-5%
15	c1ccc2c(c1)NC1(CCCC1)n1c-2nc2ccccc21	-1	612%[activator]	1%	-13%	5%	-12	0.6%	-14%	0%
16	O=C(Nc1ccc(N2CCCCC2)cc1)c1ccc(F)cc1F	u	-3%[57.1 µM]	-8%	6%	1%	-4	-0.2%	5%	-4%
17	COc1ccccc1Nc1ncc(C(=O)Nc2ccc(OC)c(OC)c2)c2ccccc12	2&-2	2%&16%	-4%&0%	-1%&-1%	-4%&-2%	2&-1	2.6%&1.3%	-16%&-8%	-27%&0%
18	CSc1ccccc1NS(=O)(=O)c1ccc2c(c1)OCCO2	1	6%	-3%	-1%	-1%	-1	-0.1%	-12%	-4%
19	COC(=O)c1ccc(CSc2nc(C)nc3c2c(=O)n(C)c(=O)n3C)o1	1	5%[57.1 µM]	-4%	0%	1%	-9	3.5%	-17%	1%
20	Clc1cc(Cl)c(OCc2nc(-c3ccccn3)no2)cc1Cl	0	0%	-5%	-10%	-1%	-10	4.6%	-14%	-10%
21	CS(=O)(=O)N(CC(=O)N1CCCC1)c1ccccc1F	2	2%	-4%	-36%	-8%	-1	-0.5%	-24%	-2%
22	COCC(=O)N1CCC(Oc2ccc(C(=O)N3CCCCC3COC)cc2)CC1 (stereo not drawn)	5	-10%	-1%	0%	0%	-15	-0.5%	-3%	-1%
23	CCOC(=O)c1cc(S(=O)(=O)N2CCN(c3cccc(C)c3)C(C)C2)[nH]n1 (stereo not drawn)	-2	5%[57.1 µM]	0%	-4%	-13%	2	1.8%	-24%	-2%
24	O=C(CSc1ncccn1)NC(=O)c1ccccc1	3	5%[57.1 µM]	-8%	8%	-1%	-3	-1.9%	-20%	-2%
25	CCN(C(=O)COc1cc(=O)n(CC)c2ccccc12)c1cccc(Cl)c1	6	3%[57.1 µM]	-3%	-2%	-9%	-6	0.0%	-11%	-8%
26	Cc1c(C(=O)Nc2cccc(C(F)(F)F)c2)sc2nc3n(c(=O)c12)CCCC3	-3	60%[activator]	1%	-1%	18%	-4	9.7%	u	1%
27	Cc1cc(NC(=O)C(C)SCC(=O)OCc2ccc([N+](=O)[O-])cc2)no1 (stereo not drawn)	-7	2%	-5%	4%	2%	-4	-0.2%	-20%	-1%
28	CCC(=O)N1CCC1(C)C(=O)Nc1cc(-c2ccccc2)nn1C (stereo not drawn)	2	x	0%	x	x	-8	x	x	0%
29	CC(NC(=O)C1(C)CC1(Br)Br)C(C)(C)C (stereo not drawn)	2	6%	-4%	-2%	3%	-1	1.7%	-1%	5%
30	Cc1ccc(NC(=O)C(Cc2ccccc2)NS(=O)(=O)c2ccc3c(c2)c(=O)n(C)c(=O)n3C)c(C)c1 (stereo not drawn)	3	-1%	-3%	7%	-13%	4	1.6%	-21%	4%
31	CN(C(=O)c1ccc(-c2ccccc2)cc1)C1CCCCC1	-4	7%[57.1 µM]	-5%	1%	5%	-2	x	-18%	0%
32	CCOC(=O)C1=C(C)C(c2ccccc2OC)NC(=S)N1 (stereo not drawn)	-1	-1%	-6%	0%	1%	-7	-0.2%	-4%	-9%
33	CC(C)(C)c1cc(CCC(=O)NCc2cccnc2)cc(C(C)(C)C)c1O	5	-5%	2%	1%	-9%	-6	19%	0%	0%
34	CCn1c(=O)c(-c2nc3ccccc3[nH]2)c(O)c2ccccc21	2	72%[activator]	-3%	-24%	0%	-7	u	-15%	9%
35	Cc1ccc(NC(=O)CS(=O)CC(=O)N2CCN(C3CCCC3)CC2)cc1 (stereo not drawn)	5	6%[0.457 µM]	3%	2%	5%	-4	0.4%	-7%	0%
36	CCCCn1c(N)c(N(CC)C(=O)c2ccc(C#N)cc2)c(=O)[nH]c1=O	2	2%	0%	0%	-1%	0	3.0%	-19%	3%
37	CC(=O)Nc1ccc(O)cc1[N+](=O)[O-]	6	-8%	-10%	-3%	3%	3	1.4%	-21%	-4%
38	Cc1ccc(C)n1CCN1CCN(C(=O)CSc2nc3ccccc3nc2N2CCOCC2)CC1	-4	8%[57.1 µM]	0%	-9%	1%	-9	2.4%	-24%	-5%
39	CC1(C(=O)NCc2cccc(Cl)c2)Cc2c(-c3ccc4c(c3)OCO4)ccnc2O1 (stereo not drawn)	7	x	2%	x	x	-3	x	x	-18%
40	COc1ccc(-c2cc(CCC(=O)N3CCN(c4cc(C)ccc4C)CC3)on2)cc1	0	0%	-4%	0%	-1%	-1	x	u	2%

High-throughput results from PubChem BioAssay.
